Compound activity deposited in PubChem BioAssay by several laboratories.
HTR2A ag = agonists of mouse serotonin 5-HT2A receptor (HTR2A); P35363; CHO-K1 mHTR2A beta-arrestin complementation, luminescence; percent of 30 µM serotonin response; activation, % at 7.6 µM; actives 0.66% (n = 360,000); AID 624169;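 active means activation above a run cutoff, the mean activation of all tested compounds plus 3 SD, cut at about 14% in these data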;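 further: 0% = plate median of compound wells and 100% = 30 µM serotonin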
Target sequence (P35363 whole entry, looked up): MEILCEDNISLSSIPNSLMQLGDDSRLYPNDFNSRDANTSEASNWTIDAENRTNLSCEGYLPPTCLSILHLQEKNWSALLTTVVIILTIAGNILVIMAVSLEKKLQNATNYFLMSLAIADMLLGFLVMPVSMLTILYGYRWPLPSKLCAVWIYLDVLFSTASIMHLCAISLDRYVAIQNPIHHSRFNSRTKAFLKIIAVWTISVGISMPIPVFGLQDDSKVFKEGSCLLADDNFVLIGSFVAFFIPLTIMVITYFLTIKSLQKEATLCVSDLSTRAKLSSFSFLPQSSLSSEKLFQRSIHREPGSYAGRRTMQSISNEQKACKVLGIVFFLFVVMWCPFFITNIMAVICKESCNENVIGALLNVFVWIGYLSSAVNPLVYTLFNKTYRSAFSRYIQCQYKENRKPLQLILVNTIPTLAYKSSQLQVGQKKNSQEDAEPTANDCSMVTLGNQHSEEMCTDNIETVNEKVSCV
NR2E3 ag-1 = activates human NR2E3 receptor. actives 0.35% (n = 360,000). Q9Y5X4. AID 602229. CHO-S Gal4-NCOR/VP16-NR2E3 two-hybrid, luciferase. inhibition of corepressor binding, % at 3.98 µM;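 active means inhibition above the mean of all tested compounds plus 3 SD, cut at about 70% in these data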;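 further: 0% = DMSO with NR2E3 transfected cells and 100% = cells lacking NR2E3 construct; higher means lower luciferase signal from less NR2E3 corepressor binding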
NR2E3 ag-2 = NR2E3 (human) agonism | Q9Y5X4 | GST-NR2E3/biotin-RetCOR TR-FRET, 1536-well | inhibition of corepressor binding, % at 4.78 µM | actives 0.12% (n = 320,000) | AID 2300;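 active means percent inhibition above the cutoff of mean plus 3 SD of all tested compounds, set per screening campaign, cut at about 20% in these data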;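 further: 0% = DMSO wells and 100% = biotin wells as full block of FRET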
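Test system: GST-NR2E3 and biotin-RetCOR proteins | Quantity: 1.35 nM GST-tagged NR2E3 final | Medium: Tris pH 7.5 | Also added: 7 nM biotin-RetCOR | Dosing: Compound at 4.8 µM, single dose | Timing: 5 h at 4 °C | Detection: Time-resolved FRET | Read-out basis: Percent inhibition | Benchmarks: Biotin wells as high control, 0.6% DMSO wells as low control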
MITF TRPM1 inh = MITF TRPM1 promoter inhibition in SK-MEL-5 cells; inhibition, % at 12.5 µM; SK-MEL-5 TRPM1 promoter luciferase, 24 h; actives 0.83% (n = 330,000);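 active means mean inhibition across replicates of 60% or more, whatever share of single replicates reaches that level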; further: values of inactives mirror those of a sister screen read the other way
iPSC survival up = hiPSC single-cell survival enhancement; actives 0.044% (n = 360,000); survival enhancement, % at 20 µM; AID 602274; ATPlite luminescence; 100% = ROCK inhibitor wells, 0% = DMSO; in the data active means survival enhancement above about 18%;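 further: cells exposed to compounds for 16 hours before the ATP read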
PDI inh = inhibitors of human protein disulfide isomerase; P07237; PDI insulin aggregation turbidity, A650, 90 min; inhibition, % at 10 µM; actives 0.052% (n = 350,000); AID 588391;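 active means mean inhibition across replicates of 30% or more, whatever share of single replicates reach that level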;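 further: absorbance from insulin aggregation driven by PDI reduction with DTT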
Target sequence (P07237 whole entry, looked up): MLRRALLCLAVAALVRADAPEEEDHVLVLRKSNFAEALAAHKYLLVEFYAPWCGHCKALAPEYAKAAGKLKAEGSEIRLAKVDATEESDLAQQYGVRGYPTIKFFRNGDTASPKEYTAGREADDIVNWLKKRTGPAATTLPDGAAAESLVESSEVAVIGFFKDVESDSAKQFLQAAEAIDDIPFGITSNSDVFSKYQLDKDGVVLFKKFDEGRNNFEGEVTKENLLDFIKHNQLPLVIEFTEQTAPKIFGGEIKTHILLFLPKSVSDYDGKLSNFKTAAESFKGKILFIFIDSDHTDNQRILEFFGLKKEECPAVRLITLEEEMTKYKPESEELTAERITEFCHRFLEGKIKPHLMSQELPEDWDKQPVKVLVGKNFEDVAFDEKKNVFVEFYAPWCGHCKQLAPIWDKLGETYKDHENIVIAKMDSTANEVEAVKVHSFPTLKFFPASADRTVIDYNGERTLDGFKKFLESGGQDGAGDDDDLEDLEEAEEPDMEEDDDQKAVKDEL
Cardio protect = myocardial damage modulation in H9c2 cells; AID 588492; H9c2 cardiomyocytes, H2O2 injury protection, ATPLite, 2 h; protection from H2O2 cell death, % at 20 µM; actives 0.63% (n = 360,000);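 active means compounds giving at least 50% protection of heart cells from peroxide-induced death in the single-dose screen, raw or plate-pattern-corrected value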;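 further: 0% = DMSO wells with peroxide and 100% = DMSO wells without peroxide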
Peg3 prom inh = inhibitors of Peg3 promoter | HeLa PEG-Prom luciferase reporter, luminescence, overnight | inhibition, % at 20 µM | actives 1.7% (n = 360,000);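 active means inhibition of at least 50% at 20 µM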
HIF-2a block = blocks HIF-2a reporter activity; 786-0 RCC cells HIF-2a reporter, luciferase luminescence, overnight; inhibition, % at 18.8 µM; actives 0.72% (n = 360,000);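 active means inhibition of the luminescence signal of 40% or more relative to plate controls, in a single-dose primary screen at 18.75 µM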
CaV13 FRET inh = Disruptors of the CACNA1D IQ motif to Ca2+-dependent inactivation inhibitor domain association, primary screening, Förster resonance energy transfer in intact living …. HEK cells, CFP/YFP FRET ICDI-IQ, plate reader, 10 min; percent FRET-ratio fall versus neutral wells. inhibition, % at 12.3 µM. actives 0.098% (n = 340,000);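 active means mean replicate inhibition of at least 30% and at least 1% of replicates passing that level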;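 further: 0% = median of the neutral control wells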
Shn3 3UTR inh = Schnurri-3 reporter inhibition in Clone20 osteoblasts | AID 588674 | actives 0.52% (n = 360,000) | inhibition, % at 12.5 µM | Clone20 osteoblast Shn3 3'UTR firefly luciferase, 24 h;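 active means mean inhibition of at least 75% with every replicate also reaching 75%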;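 further: 0% = median of neutral control wells and 100% = pilot-screen positive control compound; some compounds past the cut are filed as inactive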
The depositor's hits bear a star; nt = no result given.

SMILES | HTR2A ag | NR2E3 ag-1 | NR2E3 ag-2 | MITF TRPM1 inh | iPSC survival up | PDI inh | Cardio protect | Peg3 prom inh | HIF-2a block | CaV13 FRET inh | Shn3 3UTR inh
CCN(CC)C(=O)CSc1nc(O)c(Cc2ccccc2)c(=O)n1-c1ccccc1C | 4.2 | -0.8 | 1.3 | 3.5 | -1.0 | 15.0 | -2.9 | 4.0 | 15.5 | -4.2 | nt
CCOC(=O)C1=C(COc2ccc(F)cc2Cl)NC(=O)NC1c1cc(C)ccc1C (stereo not drawn) | -5.2 | -29.1 | 5.6 | -6.4 | -1.4 | -7.0 | 8.0 | 23.7 | 6.6 | nt | 19.4
C=CCOC(=O)C1=C[C@@H](c2ccc(Br)cc2)C[C@@H](OCc2ccc(CO)cc2)O1 | -8.4 | 4.2 | 2.6 | -3.1 | -1.2 | -1.6 | -17.1 | 1.9 | -7.1 | -4.7 | 12.5
COc1ccc(CCN2C(=O)C3C4CC(C5C(C(=O)N/N=C\c6ccc(Cl)cc6)=NOC45)C3C2=O)cc1OC (stereo not drawn) | -3.8 | -6.8 | -3.8 | 2.6 | 0.2 | 2.8 | 18.6 | 9.1 | 14.9 | -1.3 | -24.3
COC(=O)/C=C/CC(C)OS(N)(=O)=O (stereo not drawn) | 8.6 | -28.9 | 1.9 | 7.8 | -1.5 | -4.3 | -4.9 | -0.5 | -5.6 | -4.8 | 1.0
Cc1ccc(NC(=O)c2ccc(Cl)c(NC(=O)c3cccs3)c2)cc1 | -5.7 | -47.7 | 1.4 | -55.2 | 0.1 | 2.0 | -4.7 | -175.3 | -158.5 | -7.8 | -95.0
CN(C)S(=O)(=O)c1ccc(N2CCCC2)c(C(=O)NCc2ccc(Cl)cc2)c1 | -2.1 | 3.8 | 2.4 | 19.4 | -1.3 | 2.7 | 0.8 | 24.8 | 19.4 | -4.7 | 10.4
Cc1ccc2c(c1)S(=O)(=O)c1ccc3ccccc3c1N2 | 14.2 | -22.2 | nt | 6.3 | -2.3 | 0.2 | -5.3 | -12.8 | -1.6 | -6.1 | -6.3
CCOC(=O)c1ccc(NC(=S)N2CCN(C(=O)C3CCCO3)CC2)cc1 (stereo not drawn) | 4.3 | -4.4 | 1.9 | -15.9 | 1.9 | -5.0 | -3.6 | 1.1 | 0.8 | -6.0 | 9.1
CC(C)C(=O)Nc1nc(-c2ccccc2)ns1 | 0.2 | -101.5 | -1.7 | -126.8 | 0.1 | -3.9 | -5.4 | -228.6 | -303.5 | -5.4 | -64.1
O=C(NN1C(=O)C2C(C1=O)C1C=CC2C12CC2)c1cccnc1 (stereo not drawn) | -0.3 | -9.5 | 1.3 | -19.8 | 0.9 | -9.1 | -1.5 | 1.0 | 8.6 | -4.5 | -20.6
CCN(CC)S(=O)(=O)c1ccc2c(c1)nc(CCC(=O)Nc1cccc(C(F)(F)F)c1)n2CC | -5.4 | 0.2 | -0.8 | 6.0 | 5.2 | -1.6 | -3.1 | 23.5 | 16.1 | nt | 16.3
O=C1CSC(c2ccccc2F)N1c1ccccc1 (stereo not drawn) | 3.4 | -17.1 | -2.7 | 5.2 | 1.3 | 1.3 | -0.5 | -0.1 | 14.7 | -9.2 | -0.9
CCOC(=O)c1c(NC(=O)CSc2nc3ccccc3c(=O)n2-c2ccccc2)sc(C(C)=O)c1C | 0.8 | -7.1 | 3.7 | 1.2 | -0.7 | -2.7 | 0.7 | 16.8 | 14.1 | -7.1 | -0.6
Cc1cc(C(=O)Nc2ccc(S(=O)(=O)Nc3onc(C)c3C)cc2)cs1 | -18.1 | -4.8 | 1.1 | -6.4 | -1.4 | -6.7 | 9.1 | -23.4 | 6.1 | -8.9 | -10.9
CC(C)NS(=O)(=O)c1ccc(CCC(=O)N2CCC(C(N)=O)CC2)cc1 | -1.9 | 0.2 | -3.2 | 3.2 | 1.2 | -1.8 | -1.9 | 8.2 | 6.9 | -4.1 | 7.7
Cc1cccc(NC(=S)N2CCN(c3ccc(F)cc3)CC2)c1 | 3.6 | 17.9 | 3.4 | -0.7 | 0.3 | -2.2 | -13.1 | -1.6 | 5.9 | -6.4 | 22.0
CCc1ccc(C(O)c2ncc(-c3cccc4ccccc34)[nH]2)cc1 (stereo not drawn) | 9.7 | 3.7 | nt | nt | -0.5 | 6.4 | -4.2 | 17.0 | -3.7 | -4.6 | -1.8
COc1ccccc1-c1cn[nH]c1-c1ccc(OCc2ccccc2)cc1O | -1.7 | 6.8 | -0.6 | 2.7 | 2.4 | 8.5 | -18.1 | 35.1 | 22.9 | -6.3 | 8.1
O=C(c1ccc(F)c(S(=O)(=O)N2CCOCC2)c1)N(c1ccccc1)c1ccccn1 | 2.2 | 7.7 | 2.2 | 4.0 | -0.7 | 0.0 | -3.2 | 3.6 | 16.5 | -3.3 | 15.0
COc1ccccc1CNCC(=O)Nc1ccc(C(F)(F)F)cc1 | 8.1 | -36.4 | -2.4 | 3.9 | -0.6 | -1.6 | -2.5 | 11.3 | -0.2 | -9.3 | -5.1
CCOC(=O)C1CCCN(C(=O)C2CCN(S(=O)(=O)c3cccs3)CC2)C1 (stereo not drawn) | 0.3 | 11.6 | 3.2 | 3.0 | -1.5 | 7.3 | -2.3 | 0.8 | 26.7 | -10.0 | 12.5
CC(=O)Nc1cccc(C(=O)OC(C)C(=O)NC(=O)NC2CCCCC2)c1 (stereo not drawn) | 3.8 | -10.5 | 1.5 | 17.1 | 0.7 | 0.0 | -4.9 | 9.9 | 3.0 | -6.7 | 5.2
CCc1nc(Nc2ccc3c(c2)OCCO3)c2oc3ccccc3c2n1 | -1.3 | -16.8 | 5.0 | -8.7 | 4.8 | -7.0 | 21.2 | 69.2* | -79.5 | -4.2 | -1.6
CCOC(=O)COc1ccc(C)cc1-c1ccno1 | -1.4 | 0.5 | 0.2 | -1.9 | 0.9 | 2.8 | 6.4 | 12.6 | 11.2 | nt | -24.0

Further entries.
SMILES | HTR2A ag | NR2E3 ag-1 | NR2E3 ag-2 | MITF TRPM1 inh | iPSC survival up | PDI inh | Cardio protect | Peg3 prom inh | HIF-2a block | CaV13 FRET inh | Shn3 3UTR inh
O=C(NCc1cccs1)C(=O)NCC(c1ccco1)N1CCN(c2ccccc2)CC1 (stereo not drawn) | 2.3 | 3.6 | -0.4 | 7.2 | -0.8 | 7.7 | 0.7 | 21.6 | 4.4 | -2.8 | 20.6
O=C(CSc1ccccc1)OCC(=O)N1CCN(C(=O)c2ccco2)CC1 | 4.3 | -14.4 | -1.8 | -7.3 | -0.5 | -5.2 | 12.6 | 3.0 | 9.7 | -6.4 | -2.2
Cc1ccc2cc(/C=N/NC(=O)CN3CCCCC3)c(Cl)nc2c1 | 7.2 | -1.9 | 0.4 | -17.9 | -1.2 | 25.8 | 5.9 | -50.1 | -73.1 | -9.6 | 13.7
Cc1ccsc1C(C(=O)NC1CCCCC1)N(C(=O)c1csnn1)C1CC1 (stereo not drawn) | 2.8 | -8.5 | 2.3 | 8.3 | -1.0 | 1.2 | 2.9 | -0.6 | 6.0 | -5.1 | 4.0
CCCCCC(=O)N1CCCCC1 | 3.5 | -20.4 | -1.1 | -7.9 | -0.3 | 1.5 | 4.2 | -8.8 | 12.5 | -10.1 | -17.0
O=[N+]([O-])c1cccc(CNc2ccc3c(c2)CCC3)c1 | -1.5 | -31.1 | -0.2 | -14.7 | 0.0 | -11.8 | -6.0 | -67.1 | -79.9 | -2.1 | -6.6
CSc1ncc(C(=O)Nc2ccc(C(C)=O)cc2)c(-c2ccccc2)n1 | 6.0 | -14.6 | 3.4 | -40.1 | 0.7 | -12.6 | -6.4 | -98.9 | -122.1 | -20.5 | -55.7
N/C(=N\S(=O)(=O)c1ccc(Cl)s1)c1ccccc1 | -0.5 | 13.4 | 4.0 | 5.0 | -0.7 | 2.6 | -1.7 | 1.5 | 13.1 | -3.8 | nt
COc1ccc(CNc2ccc(Cl)cc2)cc1Cn1ccnc1 | -3.2 | 21.0 | -2.9 | -1.5 | -0.4 | 20.8 | -13.1 | 3.9 | -6.8 | -19.6 | 17.2
CCN(CC)S(=O)(=O)c1ccc(-c2nnc3sc4cccc(C)c4n23)cc1 | 0.1 | -56.2 | 0.8 | 15.2 | 0.8 | nt | 34.4 | 8.4 | 24.6 | -1.7 | 1.0
COCCNC(=O)C1CCCN(C(=O)c2ccnc(Cl)c2)CC1 (stereo not drawn) | 1.9 | -28.5 | nt | nt | -0.7 | -0.7 | -1.8 | 2.0 | 6.1 | -6.5 | -54.2
NS(=O)(=O)c1ccc(CCNC(=O)c2ccc3c(c2)N(Cc2ccccc2)CCS3)cc1 | -0.9 | -7.6 | 2.5 | 9.4 | -0.3 | -4.4 | 2.0 | -3.7 | 15.5 | -6.9 | 21.8
COc1ccc(CN(C(=O)CN2C(=O)c3ccccc3S2(=O)=O)C(C(=O)NCC2CCCO2)c2ccco2)cc1 (stereo not drawn) | 0.2 | -12.0 | -1.5 | -11.0 | 0.2 | -6.4 | 5.1 | 6.9 | 15.1 | -2.2 | 7.2
CCCCN(C(=O)c1c(C)[nH]c(C(=O)OCC)c1C)c1ccccc1 | -1.9 | -7.7 | 4.1 | 14.8 | 0.7 | 3.2 | -2.1 | 17.9 | 20.4 | -3.5 | 8.0
COc1ccc(C(=O)NC(=S)Nc2ccc(N3CCOCC3)c(Cl)c2)cc1[N+](=O)[O-] | -4.4 | -71.9 | -0.7 | 7.4 | 0.2 | -3.4 | -0.3 | 29.1 | -36.5 | -3.8 | 20.5
O=[N+]([O-])/C(=C\Nc1ccccc1Cl)S(=O)(=O)c1ccccc1 | -1.0 | 0.2 | 4.5 | 5.7 | 15.9 | 0.5 | 12.3 | 10.0 | 18.8 | nt | 49.1
COC(=O)c1nn(C23CC4CC(CC(C4)C2)C3)c2c1C(=O)N(c1ccc(F)cc1)C2=O | 2.6 | -23.4 | 1.9 | 8.4 | 0.5 | -5.8 | -5.9 | 4.3 | 9.5 | -5.2 | -5.2
COc1cc(OC)nc(/N=C/NO)n1 | 4.3 | -25.1 | 0.3 | nt | 0.3 | 1.9 | 0.7 | 2.1 | 17.5 | -4.6 | 0.8
COc1ccc(C(=O)NNC(=O)c2cc3cccc(OC)c3oc2=O)cc1 | 0.3 | 9.0 | 3.6 | 3.5 | 1.1 | -6.2 | 8.7 | 7.0 | -5.2 | -3.4 | 11.3

Grouped by structure, the compounds so far with a CF3 group.
SMILES | HTR2A ag | NR2E3 ag-1 | NR2E3 ag-2 | MITF TRPM1 inh | iPSC survival up | PDI inh | Cardio protect | Peg3 prom inh | HIF-2a block | CaV13 FRET inh | Shn3 3UTR inh
CCN(CC)S(=O)(=O)c1ccc2c(c1)nc(CCC(=O)Nc1cccc(C(F)(F)F)c1)n2CC | -5.4 | 0.2 | -0.8 | 6.0 | 5.2 | -1.6 | -3.1 | 23.5 | 16.1 | nt | 16.3
COc1ccccc1CNCC(=O)Nc1ccc(C(F)(F)F)cc1 | 8.1 | -36.4 | -2.4 | 3.9 | -0.6 | -1.6 | -2.5 | 11.3 | -0.2 | -9.3 | -5.1
